CBFb-RUNX1 inh – CBF-beta/RUNX1 interaction disruption | Q01196+Q13951 | AlphaScreen CBFb-His/RUNX1-biotin binding, biochemical | Potency, µM (series often up to 59.8 µM), for inactives: at the highest dose activity, negative = inhibition, most hits filed as inhibitors | 230,000 tested, under 10 active; note: % of control where 0% means no effect
Target sequence (Q01196 whole entry, looked up): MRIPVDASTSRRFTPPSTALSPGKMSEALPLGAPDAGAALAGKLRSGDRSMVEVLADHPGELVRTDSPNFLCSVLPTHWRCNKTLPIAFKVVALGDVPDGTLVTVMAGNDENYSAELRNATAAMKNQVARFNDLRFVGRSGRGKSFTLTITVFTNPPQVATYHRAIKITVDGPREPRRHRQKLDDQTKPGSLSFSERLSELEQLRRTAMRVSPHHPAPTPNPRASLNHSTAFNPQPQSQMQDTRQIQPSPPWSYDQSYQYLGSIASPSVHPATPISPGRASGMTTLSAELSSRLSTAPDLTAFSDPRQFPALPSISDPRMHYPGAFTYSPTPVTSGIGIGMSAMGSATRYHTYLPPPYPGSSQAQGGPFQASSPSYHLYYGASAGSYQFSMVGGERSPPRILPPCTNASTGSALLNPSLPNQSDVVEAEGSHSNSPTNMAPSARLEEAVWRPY
Target sequence (Q13951 whole entry, looked up): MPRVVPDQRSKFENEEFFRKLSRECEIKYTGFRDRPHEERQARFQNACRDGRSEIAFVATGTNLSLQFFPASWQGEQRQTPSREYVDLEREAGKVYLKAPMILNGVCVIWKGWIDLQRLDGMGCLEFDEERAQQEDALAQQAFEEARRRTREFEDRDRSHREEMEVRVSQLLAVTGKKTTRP
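Bead-based AlphaScreen assay; binding partners His-tagged CBF-beta and biotinylated RUNX1 at 30 nM each. Compound exposure 15 min after a 20-min protein preincubation; bead step 90 min; all steps at room temperature.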
L3MBTL1 block – inhibitors of human L3MBTL1; Q9Y468; AlphaScreen L3MBTL1–H3K9me1 peptide binding; Potency, µM (top dose mostly 57.1 µM), for inactives: top-dose activity, negative = inhibition, most hits filed as inhibitors; 0.66% of 230,000 active; AID 485360; note: potency is the fitted concentration of half-maximal effect; % is set by controls: 0 for no effect and ±100 for the full control effect; nearly all actives have a fitted effect of over 60% in size
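AlphaScreen assay: L3MBTL1 (50 nM final) was preincubated 30 min at room temperature with biotinylated H3(1-15)K9me1 peptide (75 nM final), then 30 min with library compounds; streptavidin donor and nickel chelate acceptor beads (10 ug/mL final) added, 30 min dark.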
HTT aggregate – reduces HttQ103-GFP aggregates in PC12 cells | PC12 HttQ103-GFP aggregates, Acumen cytometry, 40 h | Potency, µM (highest dose often 46.1 µM), inactives show top-dose activity change, negative = inhibition, hits mostly inhibitors | 1.1% of 220,000 active | AID 1688; note: potency is the fitted concentration of half-maximal effect; % is set by controls: 0 for no effect and ±100 for the full control effect; nearly all actives have a fitted effect of over 60% in size
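Aggregate formation scored by laser-scanning cytometer (488 excitation, 500–530 emission) in lysed PC12 cells expressing Q103-GFP after 100 nM tebufenozide induction; library tested in dose series, with ATPLite reagent added in the multiplex.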
Luc counter – Kinase-Glo luciferase inhibition (counter-screen); Q27757; Kinase-Glo luciferase, ATP luminescence, 8 min; Potency, µM (titrated, usually from 38.3 µM), inactives show at the top dose activity change, negative = inhibition, most hits filed as inhibitors; 0.28% of 200,000 active; AID 1379; note: potency is the fitted concentration of half-maximal effect; % is set by controls: 0 for no effect and ±100 for the full control effect; nearly all actives have a fitted effect of over 60% in size
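Inhibition of Kinase-Glo luciferase light generation was assessed at 10 uM ATP in pH 7.2 imidazole buffer, with luminescence measured after eight minutes at ambient temperature.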
Epigenetic reg – derepresses silenced GFP reporter in murine cells; murine LDR cells, GFP reporter derepression, 30 h; AID 1865; Potency, µM (top dose mostly 53.9 µM), without a hit: at the top dose GFP activation, hits mostly activators; 0.2% of 280,000 active; note: potency is the fitted concentration of half-maximal effect; % of control where 0% means no effect; nearly all actives have a fitted effect of over 60% in size
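GFP-positive cell count by laser-scanning cytometry (objects 20–120 um) after 30 h, 37 C compound exposure of murine LDR cells; reporter is CMV-GFP integrated at a silenced locus, inducible by HDAC or DNMT inhibitors.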
IMPase Li inh – IMPase inhibition in cells with lithium potentiation. CHO-M1 cells, IP1 TR-FRET (IP-One), carbachol + lithium. Potency, µM (series often up to 59.4 µM), without a hit: top-dose activity, negative = IMPase inhibition, usual class: inhibitors. 0.35% of 210,000 active;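 note: IP1 builds up when IMPase is blocked and the TR-FRET signal falls; potency is the fitted concentration of half-maximal effect; plate controls were basal vehicle for no effect and high inhibitor control for full effect; nearly all actives have a fitted effect of over 50% in size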
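Concentration–response in CHO-M1 cells, lithium-potentiated; 30 min at 37C. IP1 detected by competitive TR-FRET after 10 min lysis at RT. Hill-fitted AC50.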
NPSR antagonist – antagonists of human neuropeptide S receptor cAMP signaling. 1% of 220,000 active. Potency, µM (series often up to 38.3 µM), for inactives: at the top dose activity change, negative = inhibition, most hits filed as inhibitors. Q6W5P4. CHO-NPSR cells, cAMP TR-FRET, antagonist mode; note: potency is the fitted concentration of half-maximal effect; % is set by controls: 0 for no effect and ±100 for the full control effect; nearly all actives have a fitted effect of over 50% in size; many of its hits are not listed in these tables
Target sequence (Q6W5P4 whole entry, looked up): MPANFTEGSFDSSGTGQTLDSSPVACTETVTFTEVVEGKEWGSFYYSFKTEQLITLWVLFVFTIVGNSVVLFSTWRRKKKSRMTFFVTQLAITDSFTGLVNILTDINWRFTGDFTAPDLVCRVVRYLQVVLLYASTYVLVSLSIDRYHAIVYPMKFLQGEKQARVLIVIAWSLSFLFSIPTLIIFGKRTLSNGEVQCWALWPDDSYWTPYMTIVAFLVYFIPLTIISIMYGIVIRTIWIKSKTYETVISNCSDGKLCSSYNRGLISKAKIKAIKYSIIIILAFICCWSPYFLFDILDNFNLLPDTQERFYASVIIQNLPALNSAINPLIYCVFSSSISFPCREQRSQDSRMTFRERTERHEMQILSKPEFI
An asterisk follows results filed as active; ? = inconclusive; · = no result given; & = joins results of further samples; [ ] = dose if it differs, or a comment. Calls come from the whole dose curve; as a rule, active = well fitted curve in the direction sought with a large enough effect; inconclusive = small, poorly fitted or top-dose-only effect, or another doubt; inactive = no such curve, though single readings can be large; an effect the other way counts as inactive or inconclusive. An excerpt. The share of hits here may be higher or lower than overall.

The first 11 entries (preview)
SMILES	CBFb-RUNX1 inh	L3MBTL1 block	HTT aggregate	Luc counter	Epigenetic reg	IMPase Li inh	NPSR antagonist
COc1cc(Br)cc(CNc2ccc(F)c([N+](=O)[O-])c2)c1O	5%	-4%	-8%	1%	-2.7%	5%	-50%
O=C1OCCC1Sc1ncnc2sc3c(c12)CCC3 (stereo unspecified)	-3%	?	-14%	0%	-1.8%	-3%	4%[46.1 µM]
CCc1nc(SCC(=O)Nc2nnc(CC(C)C)s2)n[nH]1	?	0%	-1%	-4%	2.1%	7%	12%
CC(=O)OCc1ccccc1Sc1ccccc1C(=O)NCc1ccccc1	9%	64%[activator]	-8%[9.22 µM]	·	-0.3%	·	-2%[7.67 µM]
O=C(CC1COc2ccccc2O1)NC1CCCCC1 (stereo unspecified)	3%	·	4%	1%	-1.1%	26%[38.3 µM]	-14%[46.1 µM]
CCOc1ccccc1C(=O)N[C@H](C(=O)OCc1cc(=O)oc2cc(C)ccc12)C(C)C	10%	14%	11%	4%	1.0%	7%	-14%
CCCOC(=O)C1C2C=CC3(CN(c4cccc(Cl)c4)C(=O)C13)O2 (stereo unspecified)	-1%	8%	?	3%	-1.0%	2%	26%
CCCCC1(COC(=O)CCC(=O)O)C(=O)N(c2ccccc2)N(c2ccccc2)C1=O	-2%	2%	0%[20.6 µM]	-9%	2.2%	0%&4%	·
O=C(/C=C/c1c(C(=O)O)[nH]c2cc(Cl)cc(Cl)c12)Nc1ccccc1	6%	·	·	1%	2.6%	-3%	·
O=c1oc(Nc2ccccc2Cl)nc2ccccc12	2%	4%	-8%[9.22 µM]	-2%	-0.8%[10.1 µM]	5%	15%
Cc1occc1C(=O)N/N=C/c1ccc(N(C)C)cc1	4%	-7%	-11%[9.22 µM]	·	3.3%	·	18%

The listing, previewed entries included:
SMILES	CBFb-RUNX1 inh	L3MBTL1 block	HTT aggregate	Luc counter	Epigenetic reg	IMPase Li inh	NPSR antagonist
COc1cc(Br)cc(CNc2ccc(F)c([N+](=O)[O-])c2)c1O	5%	-4%	-8%	1%	-2.7%	5%	-50%
O=C1OCCC1Sc1ncnc2sc3c(c12)CCC3 (stereo unspecified)	-3%	?	-14%	0%	-1.8%	-3%	4%[46.1 µM]
CCc1nc(SCC(=O)Nc2nnc(CC(C)C)s2)n[nH]1	?	0%	-1%	-4%	2.1%	7%	12%
CC(=O)OCc1ccccc1Sc1ccccc1C(=O)NCc1ccccc1	9%	64%[activator]	-8%[9.22 µM]	·	-0.3%	·	-2%[7.67 µM]
O=C(CC1COc2ccccc2O1)NC1CCCCC1 (stereo unspecified)	3%	·	4%	1%	-1.1%	26%[38.3 µM]	-14%[46.1 µM]
CCOc1ccccc1C(=O)N[C@H](C(=O)OCc1cc(=O)oc2cc(C)ccc12)C(C)C	10%	14%	11%	4%	1.0%	7%	-14%
CCCOC(=O)C1C2C=CC3(CN(c4cccc(Cl)c4)C(=O)C13)O2 (stereo unspecified)	-1%	8%	?	3%	-1.0%	2%	26%
CCCCC1(COC(=O)CCC(=O)O)C(=O)N(c2ccccc2)N(c2ccccc2)C1=O	-2%	2%	0%[20.6 µM]	-9%	2.2%	0%&4%	·
O=C(/C=C/c1c(C(=O)O)[nH]c2cc(Cl)cc(Cl)c12)Nc1ccccc1	6%	·	·	1%	2.6%	-3%	·
O=c1oc(Nc2ccccc2Cl)nc2ccccc12	2%	4%	-8%[9.22 µM]	-2%	-0.8%[10.1 µM]	5%	15%
Cc1occc1C(=O)N/N=C/c1ccc(N(C)C)cc1	4%	-7%	-11%[9.22 µM]	·	3.3%	·	18%
Cc1ccc(C(=O)O)cc1[N+](=O)[O-]	-3%[21.7 µM]	3%	·	·	·	3%	·
Clc1ccc(OCCSc2ncccn2)c2ccccc12	?	39%[activator]	?	2%	-1.5%	-5%[38.3 µM]	-4%[46.1 µM]
CC(C)NCc1nnc(-c2ccccc2Cl)o1	-4%	·	6%	·	-0.4%	-9%	16%
N#C/C(=C/c1cn(CC(=O)O)c2ccccc12)C(=O)Nc1ccccc1	2%	-9%	3%[9.22 µM]	4%	1.4%	7%	6%

Given with two lines to a compound: entries from further up
Fields: CBFb-RUNX1 inh | L3MBTL1 block | HTT aggregate | Luc counter | Epigenetic reg | IMPase Li inh | NPSR antagonist
- O=c1oc(Nc2ccccc2Cl)nc2ccccc12
 : 2% | 4% | -8%[9.22 µM] | -2% | -0.8%[10.1 µM] | 5% | 15%
- Cc1occc1C(=O)N/N=C/c1ccc(N(C)C)cc1
 : 4% | -7% | -11%[9.22 µM] | · | 3.3% | · | 18%

Next section:
SMILES	CBFb-RUNX1 inh	L3MBTL1 block	HTT aggregate	Luc counter	Epigenetic reg	IMPase Li inh	NPSR antagonist
O=C1CN=C(Nc2ccc(Cl)cc2)N1c1ccccc1	0%	-1%	4%	-7%	-1.8%	-5%[38.3 µM]	-2%[46.1 µM]
CC(C)(C)C1CCC(=NNC(=O)C(=O)NCc2cccnc2)CC1 (stereo unspecified)	6%	-2%	15%	-2%	-0.4%	2%	12%
Cc1n[nH]c(C)c1CCc1nc2c3ccccc3nc(SCC(N)=O)n2n1	7%	36%[activator]	21%	-1%	-0.1%	-19%[38.3 µM]	?
O=C(c1ccccc1)N(Cc1cccs1)C1CCS(=O)(=O)C1 (stereo unspecified)	-2%	8%	13%	-2%	-1.0%	-12%[38.3 µM]	-7%[46.1 µM]
CCOc1cc(/C=N/O)ccc1OCc1ccc([N+](=O)[O-])cc1	-2%	0%	8%	12%	-3.2%	13%	-7%
COc1cc2c(cc1NC(=O)CSc1nc3ccccc3[nH]1)oc1ccccc12	-1%	-15%	-19%	2%	1.8%	-11%	?
CCc1ccccc1NC(=O)c1cccs1	2%	9%	-4%	-1%	-1.0%	·	-1%[46.1 µM]
O=C(O)CC(NC(=O)C1CCCCC1)c1cc([N+](=O)[O-])ccc1Cl (stereo unspecified)	-2%	·	-6%	0%	0.1%	-1%	-9%
Cc1nn2c3ccccc3n(CCN3CCCCC3)c2nc1=O	-3%	52%[activator]	-5%	-1%	0.0%	6%	7%[46.1 µM]
S=c1[nH]nc(-c2cc(-c3ccccc3)n[nH]2)n1/N=C/c1ccc(Cl)cc1	-9%	-7%	-3%[9.22 µM]	·	1.3%	·	36%
Cc1ccc(S(=O)(=O)n2ccc3cccnc32)cc1	-2%	?	-2%	1%	0.0%	9%	-4%[46.1 µM]
COc1cccc(CC2(CO)CCCN(Cc3cn[nH]c3-c3ccc(F)cc3)C2)c1 (stereo unspecified)	18%	-5%	7%[9.22 µM]	·	-0.2%	2%	16%
COc1ccc(OC)c(CN(CCCN2CCOCC2)S(=O)(=O)c2ccc(NC(C)=O)cc2)c1	5%	-7%	4%	1%	1.0%	-7%[38.3 µM]	-3%[46.1 µM]
COc1ccc(N2CCN(C(CNC(=O)C(=O)NCc3cccnc3)c3ccco3)CC2)cc1 (stereo unspecified)	4%	·	-7%	0%	0.2%	0%	0%
Cc1cc(C)c(C#N)c(SCC(=O)c2ccccc2)n1	18%	27%	0%[9.22 µM]	0%	-5.5%	12%	28%
COc1cc(OC)c(OC)cc1/C=N/NC(=O)c1ccc2nc[nH]c2c1	-1%	2%	-15%[9.22 µM]	·	1.6%	·	43%
O=C(Nc1cnccn1)c1csc2ccccc12	12%	-2%	-2%	-3%	-0.8%	12%[38.3 µM]	5%[46.1 µM]
COc1ccc(C)cc1NC(=O)c1ccccc1NS(=O)(=O)c1cccc2cccnc12	-7%	5%	4%	3%	0.0%	6%	9%
COc1ccc2oc(C)c(C(N)=O)c2c1	2%	·	-15%	0%	-1.1%	43%[activator][38.3 µM]	7%[46.1 µM]
O=c1[nH]ncc(N2CCCCCC2)c1Cl	-1%	0%	9%[9.22 µM]	0%	0.0%	24%	-19%
Cc1c(Cl)cccc1NC(=O)NCc1ccc(F)cc1	5%	-3%	·	-4%	0.0%	-10%	3%
COC(=O)CCCCCN1C(=O)NC(CC2CC2)C(C(=O)OCc2ccccc2)=C1C (stereo unspecified)	15%	·	·	-3%	2.5%	19%	·
CCN(CC)S(=O)(=O)c1ccc(-c2nnc(SCc3nnc(-c4ccc(C)cc4)o3)n2CC)cc1	2%	·	-18%	-4%	2.9%	27%[38.3 µM]	-29%[46.1 µM]
O=C(OCC(=O)N1CCCC1)c1ccc(S(=O)(=O)N2CCOCC2)cc1	4%	6%	-3%	2%	-0.2%	-2%	8%
CCCn1c(C)nc2c(N3CCN(C)CC3)nc(C)nc21	2%	·	·	-3%	1.1%	0%	·
CCCCCC(N)=O	21%[21.7 µM]	4%	-1%	·	·	3%	·
O=c1cc(CSc2ccc(Cl)cc2)nc(-c2ccccc2)[nH]1	0%	18%	0%	-1%	-1.4%	-4%	-4%
Cc1ccc(C(=O)CSc2nnc(-c3ccccc3)o2)cc1	9%	-3%	1%	-2%	2.4%	2%	-11%[46.1 µM]
COc1ccc2nc(NC(=O)Cn3cnc4c(=O)n(C)c(=O)n(C)c43)sc2c1	-5%	7%	-3%	-1%	0.1%	23%[38.3 µM]	-7%[46.1 µM]
O=C(CC1C(=O)NCCN1Cc1c(F)cccc1Cl)NC1CCCC1 (stereo unspecified)	1%	3%	10%[9.22 µM]	2%	-1.0%	8%	-8%
CC(CCc1ccccc1)NC(=O)CNC(=O)COc1ccccc1 (stereo unspecified)	7%	11%	12%	-1%	-1.3%	0%	1%
Cn1c(Cc2csc(N)n2)nnc1SCC(=O)NC1CCCCC1	-1%	-17%	-5%	-3%	1.5%	6%[38.3 µM]	15%[46.1 µM]
O=C(NCc1ccccc1)C1=C[C@H](C2CCCCC2)C[C@H](OCc2ccc(CO)cc2)O1	2%	4%	16%[9.22 µM]	·	0.1%	20%	?
